HTT aggregate = qHTS Multiplex Assay to Identify Dual Action Probes in a Cell Model of Huntington: Aggregate Formation (GFP); PC12 HttQ103-GFP aggregates, Acumen cytometry, 40 h; Potency, µM (doses to about 46.1 µM), inactives show at the highest dose activity change, negative = inhibition, actives largely listed as inhibitors; 1.1% of 220,000 active; AID 1688, 2009; also: potency is read from the fitted curve at half-maximal effect; % is scaled to controls: 0 for no effect and ±100 for the full control effect; nearly all actives have a fitted effect of over 60% in size
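Huntingtin Q103 exon 1–GFP aggregates in induced PC12 cells (100 nM tebufenozide) were quantified by cytometry from lysates, with compounds dosed in titration.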
HTT ATP protect = qHTS Multiplex Assay to Identify Dual Action Probes in a Cell Model of Huntington: Cytoprotection (ATP); PC12 HTT-Q103 induced, cytoprotection, ATP luminescence, 40 h; Potency, µM (titrated, usually from 56.4 µM), without a hit: cytoprotection (ATP increase), actives largely listed as activators; 0.14% of 230,000 active;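 also: potency is read from the fitted curve at half-maximal effect; % of control where 0% means no effect; nearly all actives have a fitted effect of over 45% in size; toxic huntingtin expression switched on by the ecdysone agonist tebufenozide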
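Rat PC12, Q103 Htt exon1-GFP fusion, ecdysone promoter; tebufenozide inducer 100 nM final; compound titration; qHTS, 1500 cells/well; ATPlite luminescent read.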
GAA glycogen = qHTS Assay for Inhibitors and Activators of Human alpha-Glucosidase Cleavage of Glycogen | recombinant GAA, glycogen substrate, Amplex Red glucose oxidase fluorescence | Lysosomal alpha-glucosidase (Homo sapiens), P10253 | Potency, µM (series often up to 76.4 µM), for inactives: top-dose activity change, negative = inhibition, usual class: inhibitors | 0.38% of 300,000 active;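 also: potency is read from the fitted curve at half-maximal effect; 0% = full enzyme reaction and -100% = no-enzyme basal signal; the screen sought inhibitors and activators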
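Recombinant human alpha-glucosidase (4 nM final) hydrolysed bovine liver glycogen (30 ug) for 40 min at 37 C in pH 5.0 citrate/phosphate with 0.01% Tween-20. Released glucose detected by glucose oxidase/Amplex Red, Ex 573/Em 610 nm. Compounds up to 77 uM; AC50 from Hill fits.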
GAA inh = qHTS Assay for Inhibitors of Human alpha-Glucosidase as a Potential Chaperone Treatment of Pompe Disease | Lysosomal alpha-glucosidase (Homo sapiens), P10253 | purified human GAA, 4-MU-alpha-glucoside fluorescence | Potency, µM (series often up to 76.9 µM), inactives show at the top dose activity change, negative = inhibition, hits mostly inhibitors | 0.005% of 200,000 active;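 also: potency is read from the fitted curve at half-maximal effect; plate controls were uninhibited enzyme wells for no effect and no-enzyme background for full effect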
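Fluorescence at Ex 365/Em 440 nm from 4-methylumbelliferone reported enzyme activity after 20 min at room temperature. Reactions used 4 nM enzyme and 400 uM substrate at pH 5.0; curves fitted with the Hill equation.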
CBFb RUNX1 block = qHTS Assay for Compounds Blocking the Interaction Between CBF-beta and RUNX1 for the Treatment of Acute Myeloid Leukemia; Runt-related transcription factor 1 (Homo sapiens) + Core-binding factor subunit beta …; AlphaScreen CBFb-His/RUNX1-biotin binding, biochemical; Potency, µM (top dose mostly 59.8 µM), without a hit: top-dose activity, negative = inhibition, usual class: inhibitors; 230,000 tested, under 10 active; AID 1477, 2009; also: % of control where 0% means no effect
Target sequence (Q01196 whole entry, looked up): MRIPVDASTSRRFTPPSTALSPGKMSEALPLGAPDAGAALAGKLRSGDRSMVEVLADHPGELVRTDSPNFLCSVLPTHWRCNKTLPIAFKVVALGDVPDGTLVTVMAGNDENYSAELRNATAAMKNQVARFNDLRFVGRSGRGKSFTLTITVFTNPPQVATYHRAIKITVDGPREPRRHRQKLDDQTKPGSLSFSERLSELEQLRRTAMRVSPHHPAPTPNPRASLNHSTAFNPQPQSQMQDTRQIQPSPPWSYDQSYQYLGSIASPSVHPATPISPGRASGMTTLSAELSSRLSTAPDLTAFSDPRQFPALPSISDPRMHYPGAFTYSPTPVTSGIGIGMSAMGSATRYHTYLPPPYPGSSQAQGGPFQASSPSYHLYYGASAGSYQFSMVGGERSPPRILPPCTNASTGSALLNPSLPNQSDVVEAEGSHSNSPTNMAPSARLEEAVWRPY
Target sequence (Q13951 whole entry, looked up): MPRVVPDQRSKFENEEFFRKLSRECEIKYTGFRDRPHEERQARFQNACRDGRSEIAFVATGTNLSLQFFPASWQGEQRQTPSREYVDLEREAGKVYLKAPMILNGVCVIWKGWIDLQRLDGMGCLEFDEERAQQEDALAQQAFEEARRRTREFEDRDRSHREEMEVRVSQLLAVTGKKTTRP
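CBFb-His/RUNX1-biotin, 30 nM each, preincubated 20 min RT; compound 15 min RT; Ni + streptavidin beads 50 ng each, 90 min RT; AlphaScreen read.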
LMNA splice mod = qHTS Assay for Modulators of Lamin A Splicing; Potency, µM (series often up to 46.1 µM), for the others: at the highest dose ratio change, negative = inhibition, usual class: inhibitors; HeLa LMNA splicing GFP/RFP minigene ratio, 48 h; 0.01% of 200,000 active; active = well fitted inhibition curve with a large enough effect in the signal ratio, with a control signal flat, not every such curve was filed as active; inconclusive = small, poorly fitted or top-dose-only effect, or effect the other way, or a change in a side signal; the % refers to the signal ratio; also: potency is read from the fitted curve at half-maximal effect; % is scaled to controls: 0 for no effect and ±100 for the full control effect
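Read-out is the ratio of GFP to DsRed2 object intensity, acquired by 488 nm laser-scanning cytometry on HeLa lamin A-EGFP minigene reporter cells. Compound incubation 48 hrs at 37 °C in Opti-MEM with 2% FBS; DMSO 0.5% final.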
aGlu spleen mod = qHTS Assay for Inhibitors and Activators of Human alpha-Glucosidase From Spleen Homogenate; AID 2112, 2009; human spleen homogenate, 4-MU-alpha-glucoside fluorescence; Lysosomal alpha-glucosidase (Homo sapiens), P10253; 0.006% of 240,000 active; Potency, µM (series often up to 79.9 µM), without a hit: at the highest dose activity change, negative = inhibition, actives largely listed as inhibitors;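 also: potency is read from the fitted curve at half-maximal effect; 0% = enzyme with vehicle and -100% = no enzyme basal signal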
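AC50 values come from Hill-equation fits of concentration-response data, normalized to no-enzyme and full-activity controls. Enzyme source: 1 ug human spleen homogenate; 1 mM fluorogenic 4-MU glucoside, pH 5.0 citrate buffer, 37 C, 40 min.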
* = called active by the depositor; ? = inconclusive; . = no result given; & = joins results of further samples; [ ] = dose if it differs, or a comment. Unless noted, calls follow the shape of the dose curve; as a rule, active = well fitted curve in the direction sought with a large enough effect; inconclusive = small, poorly fitted or top-dose-only effect, or another doubt; inactive = no such curve, though single readings can be large; an effect the other way counts as inactive or inconclusive.

SMILES	HTT aggregate	HTT ATP protect	GAA glycogen	GAA inh	CBFb RUNX1 block	LMNA splice mod	aGlu spleen mod
Cc1nnc(C)c2c(C)n(-c3cccc4cccnc34)c(C)c12	14%[9.22 µM]	13%[10 µM]	14%	15%	-14%	-15%[46 µM]	6%
Cc1ccnc(SCC(=O)c2cc3ccccc3o2)n1	6%	-54%	3%	5%	8%	-8%[46 µM]	3%
COC(=O)c1c(C(=O)OC)c2n(c1C)Cc1ccccc1C2	15%	-11%	9%	2%	-1%	8%	-2%
NC(=S)NNC(=O)c1cccc(Cl)c1	8%[9.22 µM]	15%[10 µM]	-15%	.	12%	.	1%
CN(C)N=Nc1nc2c(c(=O)n(C)c(=O)n2C)n1C	8%[9.22 µM]	18%[10 µM]	3%	-9%	4%	.	-11%
CCOC(=O)c1sc(NC(=O)C(C)Sc2nc(N)cc(=O)[nH]2)nc1C (stereo not drawn)	-1%	-1%	12%	-8%	10%	-3%[9.22 µM]	3%
CCC1(C)N=c2c(c(=O)n(C)c(=O)n2C)=NO1 (stereo not drawn)	-1%	-2%	10%	3%	2%	5%	2%
Cc1ccc(C)c(SCc2noc(C(=O)NC(C)C)c2C(=O)O)c1	13%	2%	-11%	13%	-1%	?	-3%
COC(=O)c1scc(S(C)(=O)=O)c1-n1cccc1	8%[9.22 µM]	2%[10 µM]	2%	.	9%	.	-5%
O=C(Nc1cc(S(=O)(=O)N2CCOCC2)ccc1N1CCOCC1)c1cn2ccccc2n1	-3%	-53%[inhibitor]	-9%	-12%	-2%	-20%[46 µM]	-6%
O=C(N1CCCC1)N1CCN(c2ncnc3c(-c4ccc(Cl)cc4)nsc23)CC1	-24%	-20%	4%	-3%	3%	-1%	-20%
CCOC(=O)c1c(NC(=O)CSc2nnc(CN3CCOCC3)n2C)sc2c1CCCC2	-3%	-10%[0.074 µM]	1%	?	6%	16%	-3%
COc1ccc(Nc2nc(N)nc(SCc3nnc(C)s3)n2)cc1	6%	-14%	-15%	1%	4%	2%	8%
O=C1c2[nH]nc(-c3ccccc3O)c2C(c2cccc(O)c2)N1Cc1ccco1 (stereo not drawn)	25%	-4%	2%	?	-13%	26%	7%
Cc1c(N=Cc2c(O)n(C)c(=O)c3ccccc23)c(=O)n(-c2ccccc2)n1C	24%	2%	-12%	?	0%	-4%	-6%
CCOc1ccc(C(=O)NC(=S)NCc2cccnc2)cc1[N+](=O)[O-]	19%	.	-11%	3%	1%	?	6%
COc1ccc(C(=O)NC(Nc2ccccc2)C(Cl)(Cl)Cl)cc1 (stereo not drawn)	?	-8%	-4%	-3%	5%	13%	-13%
Cc1cccc(OCC(=O)NCc2cc(C)nc3ccccc23)c1	-15%	-19%	11%	-5%	27%	.	-15%
Cc1cc(C)c2nc3s/c(=C/c4ccc5c(c4)n(C)c(=O)n5C)c(=O)n3c2c1	?	-20%[10 µM]	9%	-8%	10%	14%	-14%
Cc1nnc(SCc2ccccc2Cl)n1CC1CCCO1 (stereo not drawn)	-9%	-8%[10 µM]	6%	5%	-1%	-6%	4%
Cc1c(C#N)c2ccccc2n1CC(=O)N1CCCc2ccccc21	0%	-9%	-16%	-4%	-2%	-7%	-4%
NS(=O)(=O)c1ccc(CCNC(=O)CSc2ccccc2)cc1	-1%	-7%	5%	-8%	1%	-8%	4%
O=C(O)Cc1sc(-c2ccccc2)nc1-c1ccccc1	3%	8%	-3%	-15%	0%	2%	-2%
c1ccc2sc(N3CCN(Cc4ccc5c(c4)OCO5)CC3)nc2c1	.	-12%&11%	.	.	18%	.	4%&11%
Cc1ccc(C(=O)N(CCCN(C)C)c2nc3ccc(Cl)cc3s2)cc1C	?	-31%[inhibitor]	-1%	-7%	-5%	11%[9.22 µM]	-4%
N#CCC(=O)Nc1ccc(C(=O)NCc2cccc(Cl)c2)cc1	-16%[9.22 µM]	-11%[10 µM]	4%	.	0%	.	-7%
COc1ccc(-c2[nH]ncc2CN(C)Cc2cccnc2)c(OC)c1	10%	-33%[inhibitor]	-4%	-5%	-2%	.	5%
O=C(c1c[nH]c2ccccc12)C(F)(F)F	-12%[9.22 µM]	9%[10 µM]	-2%	.	2%	.	5%
COC(=O)n1ccc(C(=O)Nc2ccccc2F)n1	3%	-10%	7%	5%	-1%	7%	0%
CCOC(=O)c1c(C)[nH]c(C(=O)Cn2c(=O)c3c(ncn3CC)n(Cc3ccccc3)c2=O)c1C	25%	-16%[10 µM]	-3%	-5%	-7%	-7%	-5%
COc1ccc(S(=O)(=O)N2CCC(C(=O)NCC3CCCO3)CC2)cc1OC (stereo not drawn)	8%	-18%	-4%	-9%	7%	.	-3%
CCOC(=O)c1ccc(-n2c(C)nc3c(cnn3-c3ccccc3Cl)c2=O)cc1	-15%	25%[10 µM]	1%	0%	-1%	-4%	-6%
C/C(N)=C(/C#N)C(=O)COC(=O)CNS(=O)(=O)c1c(F)cccc1F	0%	-23%	9%	4%	4%	?	1%
C=CCN(C(=O)CNC(=O)c1ccco1)C(C(=O)NC1CCCCC1)c1ccc(OC)cc1OC (stereo not drawn)	7%	12%	8%	-11%	3%	-1%	-8%
O=C(NC12CC3CC(CC(C3)C1)C2)c1cnccn1	0%	-13%[0.074 µM]	14%	-2%	-1%	-5%	-8%
O=c1c2cc(-c3ccccc3)sc2nc2n1N=C(c1cccs1)CS2	7%[9.22 µM]	-69%[inhibitor][10 µM]	10%	.	2%	.	1%
CCOc1ncccc1C(=O)Nc1cccc(C(=O)Nc2cccc(S(=O)(=O)CCO)c2)c1	-23%	17%	-5%	-1%	1%	-15%	-20%
NNC(=S)NCc1ccc2c(c1)OCO2	17%	15%[10 µM]	?	-13%	1%	?	8%
CC(C)CC(=O)NC(=S)Nc1ccc(S(=O)(=O)N2CCN(C)CC2)cc1	-6%	4%[10 µM]	-5%	?	-5%	-1%	-11%
COc1cc2nc(CN(CCC(C)C)Cc3nc4cc(OC)c(OC)cc4c(=O)[nH]3)[nH]c(=O)c2cc1OC	11%	-28%	1%	-1%	-1%	10%	-3%
COc1ccc(OCC(O)CNC(=O)c2sccc2Cl)cc1 (stereo not drawn)	11%[9.22 µM]	25%[10 µM]	0%	.	3%	.	4%
CN(Cc1ccccc1)Cc1nc2c(c(=O)n(C)c(=O)n2C)n1Cc1ccc(Cl)cc1	16%	13%[10 µM]	1%	-13%	7%	-9%	-13%
CC(=O)Nc1ccc(C(=O)Nc2cc(C(F)(F)F)ccc2-n2cnc3ccccc32)cc1	-3%	-9%[10 µM]	-9%	8%	-13%	?	-1%
COC(=O)Cn1c(=NC(=O)c2nc3ccccc3s2)sc2cc(S(C)(=O)=O)ccc21	-12%	15%[10 µM]	6%	-3%	-4%	-2%	0%
Clc1ccccc1-c1ccc2ncnc(NC3CCNCC3)c2c1	.	-82%[inhibitor]	.	.	.	?	-4%
Cc1cc(CN(C)C(=O)CC2C(=O)NCCN2Cc2c(F)cccc2Cl)on1 (stereo not drawn)	-9%[9.22 µM]	-3%[10 µM]	5%	.	8%	.	6%
Cc1cccc2cc(CN(CCCN3CCOCC3)Cc3nnnn3C(C)(C)C)c(=O)[nH]c12	-9%	10%	7%	-2%	1%	5%	-9%
O=C(c1ccccc1Cl)N1CCC(O)(c2cccnc2)CC1	-4%[9.22 µM]	4%[10 µM]	7%	11%	-2%	.	4%

Compounds listed so far with two or more sulfur atoms (8):
SMILES	HTT aggregate	HTT ATP protect	GAA glycogen	GAA inh	CBFb RUNX1 block	LMNA splice mod	aGlu spleen mod
CCOC(=O)c1sc(NC(=O)C(C)Sc2nc(N)cc(=O)[nH]2)nc1C (stereo not drawn)	-1%	-1%	12%	-8%	10%	-3%[9.22 µM]	3%
COC(=O)c1scc(S(C)(=O)=O)c1-n1cccc1	8%[9.22 µM]	2%[10 µM]	2%	.	9%	.	-5%
CCOC(=O)c1c(NC(=O)CSc2nnc(CN3CCOCC3)n2C)sc2c1CCCC2	-3%	-10%[0.074 µM]	1%	?	6%	16%	-3%
COc1ccc(Nc2nc(N)nc(SCc3nnc(C)s3)n2)cc1	6%	-14%	-15%	1%	4%	2%	8%
NS(=O)(=O)c1ccc(CCNC(=O)CSc2ccccc2)cc1	-1%	-7%	5%	-8%	1%	-8%	4%
O=c1c2cc(-c3ccccc3)sc2nc2n1N=C(c1cccs1)CS2	7%[9.22 µM]	-69%[inhibitor][10 µM]	10%	.	2%	.	1%
CC(C)CC(=O)NC(=S)Nc1ccc(S(=O)(=O)N2CCN(C)CC2)cc1	-6%	4%[10 µM]	-5%	?	-5%	-1%	-11%
COC(=O)Cn1c(=NC(=O)c2nc3ccccc3s2)sc2cc(S(C)(=O)=O)ccc21	-12%	15%[10 µM]	6%	-3%	-4%	-2%	0%
